DAX1 inh-1: DAX1 (NR0B1) inhibition, primary screen; HEK293T StAR-luciferase reporter, SF-1/DAX-1 repression relief; inhibition, % at 6.8 µM; actives 1.1% (n = 370,000); AID 652010;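 active = inhibition above the mean over all tested compounds plus 3 SD, cut at about 3.6% in these data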;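 also: 0% = DAX-1 cells with DMSO and 100% = cells lacking DAX-1 with DMSO; higher inhibition means more luminescence from relief of DAX-1 repression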
ssDAF12 agonist: activates DAF-12 receptor from parasite S. stercoralis; HEK293 ssDAF-12/GRIP1 lit1-tk-luc reporter, luminescence; % of 3 µM dafachronic acid response; activation, % at 6.8 µM; actives 1% (n = 370,000); AID 652126;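 active = activation above the mean over all tested compounds plus 3 SD, cut at about 0.9% in these data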;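 also: 0% = DMSO-only wells and 100% = 3 µM delta7-dafachronic acid wells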
sPLA2-III inh: Inhibits HGIII-sPLA2 liposome hydrolysis, primary screen; actives 0.56% (n = 370,000); QFRET BODIPY PC-A2 liposome hydrolysis, fluorescence; inhibition, % at 12.2 µM; AID 743126;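 active = inhibition above mean plus 3 SD of compounds lying within the high and low control bounds, cut at about 19% in these data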;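 also: 0% = median of test compound wells and 100% = no enzyme DMSO wells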
Target sequence (Q9NZ20 whole entry, looked up): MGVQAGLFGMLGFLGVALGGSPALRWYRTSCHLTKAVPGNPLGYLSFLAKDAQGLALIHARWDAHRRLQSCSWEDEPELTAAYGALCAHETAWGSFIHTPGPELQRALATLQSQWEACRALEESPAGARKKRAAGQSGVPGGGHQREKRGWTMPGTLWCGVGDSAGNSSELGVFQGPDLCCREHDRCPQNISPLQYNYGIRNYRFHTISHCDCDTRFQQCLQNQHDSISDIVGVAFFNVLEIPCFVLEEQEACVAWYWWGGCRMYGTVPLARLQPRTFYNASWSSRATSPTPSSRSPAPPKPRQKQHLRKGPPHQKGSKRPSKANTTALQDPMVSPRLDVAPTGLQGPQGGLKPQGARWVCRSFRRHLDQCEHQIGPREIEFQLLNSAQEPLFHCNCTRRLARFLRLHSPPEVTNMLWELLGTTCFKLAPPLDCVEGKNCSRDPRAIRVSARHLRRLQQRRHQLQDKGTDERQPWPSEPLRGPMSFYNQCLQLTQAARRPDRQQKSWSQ
PG9 Ab binder: binds the HIV-1 gp120 antibody PG9; TR-FRET gp120-PG9 antibody binding; inhibition, % at 6.7 µM; actives 0.43% (n = 360,000); in the data active = inhibition above about 8.5%
DAX1 inh-2: inhibits human nuclear receptor DAX1; P51843; HEK293 Gal4-DAX1 luciferase reporter, luminescence; inhibition, % at 6.75 µM; actives 0.99% (n = 340,000); AID 504766;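 active = inhibition above the mean over all tested compounds plus 3 SD, cut at about 4.2% in these data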;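 also: 0% = DAX1-transfected cells with DMSO and 100% = empty-vector control cells with DMSO; inhibition shows as a rise in luminescence from relieved DAX1 repression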
Target sequence (P51843 207-470 limits assumed): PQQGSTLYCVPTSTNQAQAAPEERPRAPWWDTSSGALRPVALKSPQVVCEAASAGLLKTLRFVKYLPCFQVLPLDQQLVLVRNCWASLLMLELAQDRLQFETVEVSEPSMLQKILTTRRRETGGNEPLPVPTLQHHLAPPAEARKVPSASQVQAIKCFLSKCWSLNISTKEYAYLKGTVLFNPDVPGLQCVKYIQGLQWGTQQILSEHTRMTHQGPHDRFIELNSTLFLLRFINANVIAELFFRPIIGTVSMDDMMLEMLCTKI
hgDAF12 agonist: activates the H. glycines DAF-12 receptor ligand-binding domain; HEK293 GAL4-hgDAF12 UAS-luciferase reporter, agonist luminescence; normalized to butyrate control; activation, % at 6.8 µM; actives 1.8% (n = 370,000);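 active = activation above a cutoff set at the mean of all screened compounds plus 3 SD, cut at about 10% in these data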;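 also: 0% = DMSO wells and 100% = sodium butyrate wells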
GAA850 FXN act: increases GAA850 frataxin promoter reporter activity | activation, % at 6 µM | HEK293 lucGAA850 FXN promoter luciferase reporter, 24 h; percent of 10 µM SAHA response | actives 0.56% (n = 360,000);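 active = activation above the average of all compounds screened plus 3 SD, cutoff fixed separately per campaign, cut at about 7.5% in these data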;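 also: 0% = DMSO wells and 100% = 10 µM SAHA wells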
PLCb3 inh: PLC-beta3 (human) inhibition, primary screen | Q01970 | Purified PLC-beta3, fluorogenic substrate, fluorescence | inhibition, % at 12.2 µM | actives 0.18% (n = 370,000) | AID 720704; in the data active = inhibition above about 11%;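 also: 0% = median of compound wells on plate and 100% = full blocker control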
hcDAF-12 act: activators of H. contortus DAF-12 nuclear receptor; actives 1.4% (n = 370,000); AID 652067; activation, % at 6.8 µM; HEK293 hcDAF-12 lit1-tk-luc reporter, luminescence; 0% DMSO, 100% Δ7-dafachronic acid;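 active = activation above the mean of all tested compounds plus 3 SD, cut at about 5.5% in these data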;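 also: 100% = response to 3 µM Δ7-dafachronic acid high control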
Rev-erbA mod: modulators of human Rev-erb alpha DNA binding; P20393; Rev-erbα–FITC-DNA binding, fluorescence polarization, 90 min; activity, % at 10 µM; actives 0.79% (n = 370,000);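 active = activity above about 14%, limit read from the data; passing the limit was not always enough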;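 also: 0% = DMSO wells with 35 nM protein and 100% = DMSO wells with 750 nM protein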
SMARCA2 act: SMARCA2 function activation, primary screen. activation, % at 9.1 µM. AID 652017. actives 1% (n = 370,000). MG213 cells, MMTV-luciferase reporter, dexamethasone, overnight; in the data active = activation above about 7.8%;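 also: 0% = vehicle wells and 100% = reference activator wells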
* marks the source's active call; other numbers are inactive results; nt = not tested or not shown.

Below each compound: DAX1 inh-1, ssDAF12 agonist, sPLA2-III inh, PG9 Ab binder, DAX1 inh-2, hgDAF12 agonist, GAA850 FXN act, PLCb3 inh, hcDAF-12 act, Rev-erbA mod, SMARCA2 act
> CN1CCN(c2cnn(-c3ccccc3)c(=O)c2Br)CC1
 : 0.7, -0.7, 6, -0.7, -0.4, 3.4, 2.2, 2, 0.2, -3, -2
> O=C(c1[nH]c(C(F)(F)F)nc1-c1ccccc1)N1CCc2ccccc2C1
 : 2.4, -1.0, -5, -1.6, nt, 5.6, nt, 7, 0.9, -7, 0
> COc1cccc(-c2csc(N3CCN(CC(=O)NNC(=O)c4ccc(Br)cc4)CC3)n2)c1
 : -0.1, -1.3, -14, -0.8, 0.4, 0.1, 1.4, -1, -1.7, 0, -5
> CCn1nc(NS(=O)(=O)c2ccc([N+](=O)[O-])cc2)c2cc3ccccc3nc21
 : -0.5, -0.3, -4, -1.7, -0.4, 2.0, 1.6, -16, 0.6, 4, -2
> COc1ccccc1NC(=O)CSc1nnc(COc2ccc(Cl)cc2)o1
 : -0.2, -1.3, 2, -0.3, 0.4, -1.2, -0.1, -10, -0.4, -3, -3
> CC(=O)Nc1cccc(NC(=O)C2CCCN2C(=O)Nc2ccc(Cl)cc2)c1 (stereo not given)
 : -0.4, -1.1, -6, 1.5, 0.0, -1.5, 1.9, 0, -2.0, 4, -3
> CC(C)CN(C(=O)COC(=O)c1cncc(Br)c1)c1c(N)n(Cc2ccccc2)c(=O)[nH]c1=O
 : 0.1, -0.9, 8, 0.3, 1.1, 2.3, 1.5, -11, -0.5, 5, -3
> CN(C)c1ccc(CNc2ncnc3sccc23)cc1
 : -1.5, -2.1, 8, -5.0, -4.0, -7.1, -1.7, -14, -4.5, 3, -6
> Nc1nonc1-c1nc2ccccc2n1CC(=O)N1CCCCC1
 : 0.0, -1.8, 4, -1.1, -0.7, 1.8, 0.3, 4, 0.2, 0, -3
> O=C(CN(C(=O)Cn1nnc(-c2ccc(F)cc2)n1)c1cccc(F)c1)NC1CCCC1
 : -0.3, -1.1, -1, -1.4, -0.8, -3.1, -1.1, 0, -0.1, -3, -2
> COc1ccc(N2CCN(C(=O)c3ccc(OCc4c(C)noc4C)c(OC)c3)CC2)cc1
 : -0.2, -1.2, 7, 1.7, 0.7, -0.1, 0.4, 4, -1.8, 4, -1
> Cc1ccc(CN(CC(=O)NCCc2ccccc2)C(=O)c2csnn2)cc1
 : -0.3, -1.0, -3, -2.0, -0.3, 5.4, -2.0, -2, -1.6, -5, -1
> COc1ccccc1OCc1nnc(SCC(N)=O)n1-c1ccccc1
 : 0.1, -1.5, 2, -3.6, -0.3, -1.7, 1.3, -4, -0.9, 2, 4
> Cc1ccc(NC(=O)Cc2nc(COC(=O)Cc3cccc(C(F)(F)F)c3)cs2)cc1
 : 1.4, -0.2, -57, -0.5, -0.6, 9.8, 1.1, -7, 1.7, 0, 1
> Cc1ccccc1CN1CCN(S(=O)(=O)c2ccc(F)cc2)CC1
 : -0.5, -1.0, -2, 0.7, -0.5, -0.1, 1.8, 1, -1.4, 6, -4
> COc1cc(CNCc2ccco2)cc(OC)c1O
 : -0.2, 0.3, -4, 0.6, 3.7, 1.0, 1.1, -5, 0.7, 3, 0
> CN1/C(=C\C(=S)NC(=O)c2ccccc2Cl)C(C)(C)c2ccccc21
 : -1.1, -1.8, 18, -0.4, -1.5, -1.6, 2.7, -10, -0.6, 7, -4
> Cc1ccc(C(=O)NN(C)c2nc3ccccc3nc2C(F)(F)F)cc1
 : -0.1, -1.2, -3, 0.8, 1.0, -0.6, -4.5, 0, -0.8, 1, -1
> CC(C)CC(=O)N1CCN(S(=O)(=O)c2ccc3ccccc3c2)CC1
 : -1.3, -2.0, -1, -1.2, -1.3, -5.3, -0.5, 1, -3.1, -1, -6
> COCCOC(=O)C1=C(C)NC2=C(C(=O)CC(C)(C)C2)C1c1ccc(N(C)C)cc1 (stereo not given)
 : -0.4, -1.0, 4, -3.8, -0.2, 4.4, 1.6, -31, -0.6, -2, -4
> O=C(CCSc1nc2ccccc2o1)N1CCOCC1
 : 0.0, -0.4, 1, 0.0, 0.6, 0.7, -0.7, -1, 7.1*, 0, 2
> O=C(/C=C/c1ccco1)Nc1ccc2c(c1)OCO2
 : 6.1*, 0.2, 3, 0.4, 2.3, 12*, 4.5, 0, 2.2, 5, 3
> COc1cc(CN(C(=S)NCC(=O)NC2CCCC2)C2CCCC2)cc(OC)c1OC
 : -0.3, -1.2, 23*, 0.3, -0.5, -2.3, -1.8, -4, -1.4, -11, -6
> NC1=NC[C@H](Cc2ccccc2)N1CCc1cccc(F)c1
 : -0.1, -0.9, 8, 2.4, 0.2, 2.5, 0.2, 3, -1.4, -5, 2
> COc1cc(CC2C(=O)Nc3ccccc32)cc(C)c1O (stereo not given)
 : -0.5, -0.8, -12, -3.0, -0.6, -1.6, 1.4, -6, -1.9, -4, -1
> O=C(c1ccccc1)c1ccc2nc(-c3ccc(NC(=O)c4ccccc4Br)cc3)[nH]c2c1
 : -0.5, -0.7, -14, -2.1, -1.0, -2.3, -3.8, -144, -1.5, 7, 3
> COc1ccc(CNC(=O)Nc2nc(C(N)c3ccccc3)cs2)cc1 (stereo not given)
 : -1.2, -1.2, 7, -2.5, nt, -2.3, -2.4, -2, -1.7, -1, -6
> O=C(Nc1ccc(NS(=O)(=O)c2ccccc2)cc1)c1ccccc1Cl
 : -0.1, -1.3, -12, -2.1, 0.5, 3.1, 0.6, -1, -1.0, 10, -4
> COCC(=O)Nc1ccc(C(C)C)cc1
 : 0.0, -1.4, 2, -1.3, -0.6, -1.7, 1.2, 1, -0.1, 1, 0
> O=C(Cc1cccc(NC(=O)C2CCN(C(=O)c3ccccc3)CC2)c1)Nc1cccc(C(=O)N2CCOCC2)c1
 : 0.3, 0.0, 0, 0.5, 0.7, 1.0, -0.2, 3, -1.1, 3, -3
> Cc1cc2nc(-c3ccc(F)cc3)c(CC3CCCCC3)n2c(C)c1Br
 : -0.4, 1.0*, 1, 0.3, nt, 3.5, nt, -5, 5.4, -2, 1
> COc1ccc(CNCc2ccc3c(c2)OCO3)cc1Br
 : -0.1, -1.7, 5, 1.8, -1.3, 3.0, 1.0, -6, -2.9, -1, -1
> O=C(Nc1ccnn1C1CCN(C2CCC2)CC1)c1cccc(F)c1
 : 0.2, -1.0, 0, 1.6, -0.1, -0.6, 1.5, -5, 0.9, 2, -2
> CCOc1ccc(NC(=O)CN2C(=O)NC3(CCCC3)C2=O)cc1S(=O)(=O)N1CCCCC1
 : -0.4, -0.3, 2, -1.1, -0.2, 1.8, 0.4, -7, -0.3, 0, -3
> O=S(=O)(c1ccc(Cl)cc1)N(Cc1ccccn1)Cc1ccccn1
 : -0.9, -1.1, 1, -0.6, 0.5, 0.1, 2.0, -3, -1.6, -4, -1
> CCOc1ccccc1N1CCN(C(=O)C2=CC=CN3CCS(=O)(=O)N=C23)CC1
 : -1.2, -0.6, 4, -0.7, 0.1, 3.1, 2.7, -6, -0.5, -3, 0
> CCOC(=O)CNc1nc(Cl)nc(Nc2ccc(OC)cc2OC)n1
 : -0.1, -1.3, 1, 1.3, 2.4, 0.8, -0.8, -6, -0.8, 2, 2
> O=C1C=C(Nc2cccc3cccnc23)c2ccccc2C1=O
 : -0.6, 0.5, 1, -11, -0.4, -4.5, 1.0, -33, 0.7, -7, 0
> COC(=O)C(NC(C)=O)(Nc1cccc(C)n1)C(F)(F)F (stereo not given)
 : 0.4, -1.2, -1, -3.0, -1.0, 0.7, -0.6, -4, -0.1, -2, -2
> CCCCCC1CCC(c2ccc(C(N)=O)cc2)CC1 (stereo not given)
 : -0.1, -0.8, -7, 0.5, 0.3, -0.6, 2.0, 3, -1.3, -4, 1
> Cc1ccc[n+](CC(=O)c2ccc(Cl)cc2)c1
 : -0.1, -0.3, -11, -2.0, 0.3, 0.2, 1.4, -6, 0.1, 0, -1
> O=C(Nc1cccc(Cl)c1)N(CCN1CCOCC1)Cc1cccc(Cl)c1
 : -0.2, -1.8, -7, 0.4, -1.5, -1.1, 0.4, -1, -1.0, -4, 3
> Cc1ccc(CNC(=O)CCn2c(=O)oc3ccccc32)cc1
 : -0.6, -0.4, -2, -0.7, -0.3, 13*, 2.3, -6, 0.2, 6, -1
> CC1Cc2ccccc2N1C(=O)c1cnc2n(c1=O)CCS2 (stereo not given)
 : 1.3, -0.8, 1, -2.2, 3.1, -0.5, -0.2, 5, 0.6, -3, -2
> O=C(CSc1nc(-c2ccccc2)nc2ccccc12)Nc1nccs1
 : -0.5, -1.1, 0, 29*, -1.1, -2.8, 2.5, 3, -0.5, 8, 1
> CC1(C)Cc2ccccc2/C(=C/C(=O)N2CCCCCC2)N1
 : 0.4, -1.7, 7, -1.6, 0.4, -0.4, -2.0, -3, -3.0, 0, -2
> CC(=O)c1cccc(NC(=O)C(OC(=O)c2cccc(S(=O)(=O)N(C)c3ccccc3)c2)c2ccccc2)c1 (stereo not given)
 : -0.3, -1.1, -24, -1.4, -0.9, -1.4, 4.4, -1, -1.3, 5, 7

Exported as tab-separated lines: four of the compounds above
mol	DAX1 inh-1	ssDAF12 agonist	sPLA2-III inh	PG9 Ab binder	DAX1 inh-2	hgDAF12 agonist	GAA850 FXN act	PLCb3 inh	hcDAF-12 act	Rev-erbA mod	SMARCA2 act
Cc1ccc[n+](CC(=O)c2ccc(Cl)cc2)c1	-0.1	-0.3	-11	-2.0	0.3	0.2	1.4	-6	0.1	0	-1
O=C(Nc1cccc(Cl)c1)N(CCN1CCOCC1)Cc1cccc(Cl)c1	-0.2	-1.8	-7	0.4	-1.5	-1.1	0.4	-1	-1.0	-4	3
Cc1ccc(CNC(=O)CCn2c(=O)oc3ccccc32)cc1	-0.6	-0.4	-2	-0.7	-0.3	13*	2.3	-6	0.2	6	-1
CC1Cc2ccccc2N1C(=O)c1cnc2n(c1=O)CCS2 (stereo not given)	1.3	-0.8	1	-2.2	3.1	-0.5	-0.2	5	0.6	-3	-2
